# proCasp7 act = activates human procaspase-7, counter-screen for procaspase-3 activators; activation, % at 8.5 µM; recombinant procaspase-7, Ac-DEVD-pNA absorbance 405 nm; D23A/D198A/D206A triple mutant, cannot self-cleave; scale: DMSO 0, 5 µM enzyme 100; AID 463210; hit rate 0.093% among 330,000;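 active = percent activation above the screen-wide mean plus 3 SD, cut at about 25% in these data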
# Target sequence (P55210 whole entry D23A/D198A/D206A): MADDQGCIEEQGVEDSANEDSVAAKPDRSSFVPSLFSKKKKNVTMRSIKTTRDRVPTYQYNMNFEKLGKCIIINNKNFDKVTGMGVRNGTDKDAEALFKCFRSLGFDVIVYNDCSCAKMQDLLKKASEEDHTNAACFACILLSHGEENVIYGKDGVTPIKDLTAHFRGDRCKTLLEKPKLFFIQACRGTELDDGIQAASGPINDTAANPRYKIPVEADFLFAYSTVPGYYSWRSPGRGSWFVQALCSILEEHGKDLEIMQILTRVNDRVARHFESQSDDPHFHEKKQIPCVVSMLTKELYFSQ
#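 System: Procaspase-7 triple mutant (PC-7 D3A); measure: % activation from two-timepoint absorbance difference, scaled to controls; times: 1 h compound preincubation, 2 h substrate cleavage, 25 °C; also added: Ac-DEVD-pNA substrate, 400 µM as added; measured by: Epi-absorbance of released pNA at 405 nm, two timepoints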
# CR mimetic SO = lowers age-related superoxide in aged yeast cells | S. cerevisiae aged cells, superoxide DHE fluorescence; hits give low values | superoxide response (% of plate mean), % at 10 µM | hit rate 0.18% among 330,000 | AID 2690;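 active = superoxide response under a set limit, about three screen SD below normal, cut at about 65% in these data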;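 note: yeast aged for seven days with compound at 30 °C before DHE staining; 100% = average MFI of all compound-treated wells on the plate with controls excluded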
# RPL19A TOR yeast = modulators of TOR pathway RPL19A-GFP in S. cerevisiae | S. cerevisiae RPL19A-GFP strain, flow cytometry, 3 h; hits give low values | hit rate 0.3% among 330,000 | AID 2025 | percent response vs DMSO, % at 10 µM;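 active = percent response vs DMSO below 50%; inconclusive = fewer than 70 events counted for the yeast strain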;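 note: median channel GFP fluorescence of the barcoded RPL19A-GFP strain; ratio of sample median GFP to plate DMSO average so 100% = DMSO; lower means less RPL19A-GFP as with rapamycin TOR inhibition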
# MEP2 TOR yeast = alters MEP2-GFP fluorescence in TOR pathway yeast screen. S. cerevisiae MEP2-GFP strain, flow cytometry GFP, 3 h; 100% = DMSO control level. GFP response vs DMSO, % at 10 µM. hit rate 0.51% among 330,000;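 active = GFP response versus DMSO above a set limit, roughly screen mean plus 3 SD, cut at about 180% in these data; inconclusive = fewer than 70 cells counted for a yeast strain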;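 note: median GFP fluorescence of the barcode-gated MEP2-GFP cells per well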
# LAP4-GFP MLPCN = yeast TOR pathway LAP4-GFP modulation. hit rate 0.34% among 320,000. GFP response vs DMSO, % at 10 µM. S. cerevisiae LAP4-GFP multiplex, flow cytometry GFP, 3 h; median GFP as percent of DMSO wells;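 active = GFP response vs DMSO above a set limit, about the screen mean plus 3 SD, cut at about 150% in these data; inconclusive = under 70 cell events counted for the yeast strain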
# GASC-1 inh = inhibitors of human GASC-1 (JMJD2C) demethylase. Q9H3R0. GST-JMJD2C(1-420) H3K9me3 demethylation, DELFIA europium. inhibition, % at 2.35 µM. hit rate 0.069% among 330,000. AID 2099;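 active = more than half of a compound's replicate wells show inhibition beyond 50%, single wells judged on their own value; inconclusive = some, but no more than half, of replicates pass 50% inhibition; inactive = no replicate passes 50% inhibition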;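 note: signal counts dimethyl H3K9 product captured on neutravidin plate; 0% = median of DMSO wells and 100% = 0.3 times that DMSO median; strong numbers were not always called active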
# Target sequence (Q9H3R0 1-420 limits assumed): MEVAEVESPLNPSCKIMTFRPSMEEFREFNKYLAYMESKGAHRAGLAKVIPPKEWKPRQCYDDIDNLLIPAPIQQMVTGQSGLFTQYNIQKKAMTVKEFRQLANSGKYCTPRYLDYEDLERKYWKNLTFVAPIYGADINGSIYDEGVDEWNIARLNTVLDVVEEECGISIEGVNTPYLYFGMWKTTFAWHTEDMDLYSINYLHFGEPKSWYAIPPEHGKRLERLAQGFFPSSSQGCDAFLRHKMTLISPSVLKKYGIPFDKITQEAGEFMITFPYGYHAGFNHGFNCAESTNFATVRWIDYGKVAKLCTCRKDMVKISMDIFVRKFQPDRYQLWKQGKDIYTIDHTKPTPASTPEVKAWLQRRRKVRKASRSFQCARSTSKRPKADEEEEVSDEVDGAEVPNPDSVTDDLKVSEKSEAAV
# proCasp3 act = activators of human procaspase-3; activation, % at 8.5 µM; hit rate 0.11% among 330,000; recombinant procaspase-3 D3A, Ac-DEVD-pNA absorbance 405 nm;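 active = activation above the mean of all tested compounds plus 3 SD, cut at about 21% in these data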;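 note: 0% = DMSO alone and 100% = DMSO wells spiked with extra 5 µM PC-3 D3A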
# Target sequence (P42574 whole entry D9A/D28A/D175A): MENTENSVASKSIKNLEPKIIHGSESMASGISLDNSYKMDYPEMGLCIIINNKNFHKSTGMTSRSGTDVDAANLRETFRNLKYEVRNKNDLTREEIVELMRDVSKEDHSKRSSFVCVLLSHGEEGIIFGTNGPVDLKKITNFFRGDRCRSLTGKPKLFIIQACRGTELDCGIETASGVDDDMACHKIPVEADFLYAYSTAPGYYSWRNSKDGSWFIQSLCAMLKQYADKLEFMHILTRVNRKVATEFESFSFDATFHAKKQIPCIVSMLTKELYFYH
#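 System: Procaspase-3 D3A mutant. Medium: Zinc-free 300 mM NaCl, 50 mM HEPES, 0.01% Triton X-100. Schedule: 1 h preincubation plus 2 h reaction at 25 °C. Measured by: 405 nm absorbance of p-nitroaniline, reads at 0 and 120 min. Read-out: percent activation relative to control range.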
# AHR activator = activates the human aryl hydrocarbon receptor; AHR-responsive luciferase reporter cells, luminescence; activation, % at 5 µM; hit rate 2.5% among 320,000; AID 2796; in the data active = activation above about 47%;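 note: 0% = vehicle wells and 100% = reference agonist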
# Starred values were filed as active, the others as inactive; ? = inconclusive; / = not tested or not shown; & = joins results of further samples.
SMILES,proCasp7 act,CR mimetic SO,RPL19A TOR yeast,MEP2 TOR yeast,LAP4-GFP MLPCN,GASC-1 inh,proCasp3 act,AHR activator
COCCNC(=S)N(c1ccccc1)C(C)C,-8,92,102,102,105,-21,1,1
COc1ccc(CCn2nnnc2CN2CCN(C(=O)c3ccco3)CC2)cc1OC,11,103,102,103,103,-3,2,-1
CCCn1c(=O)n(C)c(=O)c2c(SCC(=O)NC34CC5CC(CC(C5)C3)C4)nc(CC(C)C)nc21,1,89,101,99,101,9,-10,-1
Cc1ccc(NS(=O)(=O)c2ccc(NC(=O)C3CC3)cc2)c(C)c1,6,95,102,95,101,12,-3,1
CC(=O)Nc1cccc(NC(=O)CSc2nc(C)c(C)c(C)c2C#N)c1,-6,105,98,91,81,0,-7,-3
COc1ccc(CCN2CC(C(=O)N(C)CC(=O)Nc3cccc(F)c3)CC2=O)cc1OC (centres undefined),-4,105,93,93,78,6,-1,1
O=[N+]([O-])c1ccccc1S(=O)(=O)N1CCN(Cc2cc3c(cc2O)OCO3)CC1,-41,114,95,82,101,-2,-17,0
Cc1cccc(C)c1-n1c(C)nn(-c2ncc(C(F)(F)F)cc2Cl)c1=O,2,99,98,92,93,-2,9,0
CC(=O)c1ccc(NC(=O)c2ccc(N3C(=O)c4cccnc4C3=O)cc2)cc1,-8,73,111,102,77,8,-1,6
COc1cc(OC)cc(-c2c(C#Cc3ccsc3)c3cc(-c4ccc(N(C)C)nc4)ccc3n2C)c1,-3,91,98,98,95,4,4,2
O=C(NC1CCCCC1)N1CCCC(c2nc(-c3ccc(S(=O)(=O)N4CCCC4)cc3)no2)C1 (centres undefined),-3,93,103,112,104,14&2,2,0
Cc1cccc(NC(=O)C2CCN(S(=O)(=O)c3c(C)noc3/C=C/c3ccco3)CC2)n1,3,92,101,98,89,10,6,-3
CCCCNC(=O)Nc1cnn(CC)c1C(N)=O,-7,114,101,94,98,-10,5,4
COc1ccc(C(=O)NCC(=O)N2CCN(C(=O)c3ccco3)CC2)cc1,1,107,103,98,98,1,2,-4
Cc1cccc(NCc2ccc(N(C)C)cc2)n1,6,89,106,108,92,5,4,9
Cc1nn(-c2ncc(C(F)(F)F)cc2Cl)c(=O)n1-c1cccc(F)c1,6,98,99,99,103,7,-4,-2
CC(C)OCCCNC(=O)CN1CCN(Cc2ccccc2Cl)C1=O,2,100,104,95,98,-8,1,3
CC1Cc2cc(S(=O)(=O)N3CCN(c4ccccc4)CC3)ccc2N1C(=O)C1CC1 (centres undefined),-4,138,101,106,96,-42,0,0
O=S(=O)(c1ccccc1)N1CCN(c2ncccn2)CC1,2,111,102,111,113,-32,10,1
C=CCc1cccc(/C=N/NC(=O)CNc2cccc3ccccc23)c1O,-20,107,98,97,101,20,-21,42
CS(=O)(=O)N1CC2CCCN2c2cc(C(F)(F)F)ccc21 (centres undefined),-2,92,98,98,102,72,13,-2
COc1ccc(CCN(C)CC(=O)Nc2c(C)cc(C)cc2C)cc1OC,4,98,102,103,88,11,10,-2
O=C(Nc1ccccc1)Nc1ccc(NC(=O)c2ccccc2O)cc1,8,96,103,105,87,-9,1,1
Cc1noc(C)c1S(=O)(=O)N1Cc2ccccc2CC1C(=O)N(C)C (centres undefined),-10,99,104,106,109,-5,-1,-1
NS(=O)(=O)c1ccc(CCNC(=O)CSc2nc3ccccc3c(=O)n2CCN2CCOCC2)cc1,-7,88,98,101,100,1,-2,-1
CCN(CC)c1ccc(S(=O)(=O)N2CCOCC2)cc1NC(=O)CSc1cccc[n+]1[O-],-8,105,96,94,106,5,4,1
CCOC(=O)C(C)n1cnc2c(cnn2-c2ccc(Cl)cc2)c1=O (centres undefined),5,105,95,96,90,7,3,0
C[C@H](CO)N1C[C@H](C)[C@@H](CN(C)S(C)(=O)=O)Oc2ccc(NS(=O)(=O)c3cn(C)cn3)cc2C1=O,5,91,?,?,?,/,-2,1
CCC1=C2CC[C@H]3C(=O)N(c4ccccc4)C(=O)[C@H]3[C@H]2[C@@]2(C)C(=NCC(=O)OC)OC(=O)N2C1=O,12,104,97,103,95,/,6,2
COc1ccc(C(=O)NNC(=S)NC(=O)c2cc(-c3ccccc3)nc3ccccc23)cc1,-9,108,96,95,109,0,13,4
COc1ccc(N2CCN(C(=O)CSc3nc(C)cs3)CC2)cc1,-20,115,90,95,119,-3,-4,5
Cc1cccc(NC(=S)NC(=O)CC2CC(C)(C)OC2=O)c1 (centres undefined),4,84,108,107,97,-2,-9,11
CCOc1cc(C(=O)N/N=C/C(Br)=C/c2ccccc2)cc(OCC)c1OCC,5,102,102,105,98,11,3,11
CCOCCc1nnc(NC(=O)c2cc(OC)c(OC)c(OC)c2)s1,3,90,100,101,95,1,2,17
O=C(CCSCc1ccccc1F)NCc1cccs1,-1,108,103,121,111,0,-3,1
O=C(O)CCn1c(Cc2ccccc2)nc2ccccc21,14,99,94,101,89,4,4,0
Cc1cc(-c2csc3ncnc(N4CCN(C)CC4)c23)cc(C)c1C,-3,109,90,99,94,-1,2,-1
Cc1cccc(C(=O)O)c1[N+](=O)[O-],1,75,100,102,102,12,4,-1
CC(=O)Nc1ccc(OCC(O)CN2CCN(c3ccc(F)cc3)CC2)cc1 (centres undefined),22,100,104,106,92,5,4,-1
CCOc1ccc2[nH]c(S(=O)(=O)CC)nc2c1Cl,3,98,94,96,89,-2,3,5
CN(C)CC#CCCCCCCC#CCN(C)C,3,99,100,104,106,10,1,1
CC(C)COc1ccc(C(=O)OCCN2CCOCC2)c(O)c1,-4,104,85,75,86,8,9,2
O=c1[nH]c(SCc2ccccc2)nnc1-c1ccccc1,3,104,101,106,105,-7,1,2
Fc1ccc(Nc2ccnc(C(F)(F)F)c2)cc1,-5,98,98,107,123,-24,-8,2
Cc1c(C(=O)NCC2COc3ccccc3O2)oc2ccc(S(=O)(=O)N3CC(C)CC(C)C3)cc12 (centres undefined),3,94,95,102,96,-1,-5,-1
CN(c1ccc(C(=O)N2CCOCC2)cc1[N+](=O)[O-])C1CCCCC1,-6,90,100,101,109,-24,6,8
O=C(OCc1ccc(F)cc1)c1cc(=O)c2ccccc2o1,1,105,106,115,103,-10,2,1
COc1ccc(C(=O)NC(=S)NNC(=O)c2ccccc2C)cc1,-16,188,100,91,111,2,-5,20
CN(C)C1=NC[C@H](Cc2ccccc2)N1CC1CCCC1,1,92,96,101,90,1,1,4
Cc1cc2cc(CNC(=O)c3ccc(S(=O)(=O)N4CCCCC4)cc3)ccc2n1C,8,114,95,96,104,3,-1,1
O=C(CN1CCN(c2ccccc2O)CC1)NC(=O)NCc1ccco1,-5,111,98,100,98,5,-5,-1
O=C(CSCc1ccccc1)N=Nc1c(O)[nH]c2ccccc12,-2,111,101,100,90,14,5,4
OCCC1CN(Cc2ccc(F)cc2)CCN1CCc1ccccc1 (centres undefined),-5,95,102,108,99,1,4,1
NNC(=O)CSc1nc(-c2ccccc2)cn1-c1ccccc1,0,88,102,89,114,6,1,15
COCCSc1nnc(NC(=O)C2CC(=O)N(c3ccc(Cl)cc3)C2)s1 (centres undefined),2,90,99,99,95,8,7,3
CCOC(=O)Cn1c(=NC(=O)CSC(C)=O)sc2ccccc21,-7,111,99,100,111,-12,0,0
CCn1c(C)c(C)c2cc(C(=O)N3CCN(c4ccccc4)CC3)ccc21,-14,78,94,96,86,12,-5,2
CN(C)C(=O)COc1ccc2ccc(=O)oc2c1,9,91,97,98,97,7,5,0
CC1CCN(c2ccc3nnc(CCC(=O)NCCCOC(C)C)n3n2)CC1,8,105,105,111,88,11,2,1
N#Cc1ccccc1NC(=O)CC1c2ccccc2Oc2ccccc21,-1,100,106,107,122,95,-7,4

# Following part
SMILES,proCasp7 act,CR mimetic SO,RPL19A TOR yeast,MEP2 TOR yeast,LAP4-GFP MLPCN,GASC-1 inh,proCasp3 act,AHR activator
O=C(Cc1cccs1)N1CCN(C(=O)C2CCCO2)CC1 (centres undefined),-2,116,99,99,105,1,0,1
CCC/C(=C1/C(=O)CC(C)(C)C(C(=O)OC)C1=O)N1CCCC1 (centres undefined),-1,79,96,89,90,1,-2,0
CCc1nnc(NC(=O)CSc2nnc(-c3ccccc3O)n2CC)s1,8,117,97,98,97,0,-2,-1
CCCC(c1nnnn1C(C)(C)C)N1CCN(Cc2ccccc2OC)CC1 (centres undefined),-6,97,101,100,106,-13,-2,0
CN(C(=O)CN1C(=O)C2C3CC(C(Br)C3Br)C2C1=O)C1CCCCC1 (centres undefined),-3,120,103,102,95,17,-1,2

# Some of these compounds in order of number of heavy atoms, lowest first:
SMILES,proCasp7 act,CR mimetic SO,RPL19A TOR yeast,MEP2 TOR yeast,LAP4-GFP MLPCN,GASC-1 inh,proCasp3 act,AHR activator
COCCNC(=S)N(c1ccccc1)C(C)C,-8,92,102,102,105,-21,1,1
CN(C)C(=O)COc1ccc2ccc(=O)oc2c1,9,91,97,98,97,7,5,0
O=C(CCSCc1ccccc1F)NCc1cccs1,-1,108,103,121,111,0,-3,1
CN(C)C1=NC[C@H](Cc2ccccc2)N1CC1CCCC1,1,92,96,101,90,1,1,4
CCOC(=O)Cn1c(=NC(=O)CSC(C)=O)sc2ccccc21,-7,111,99,100,111,-12,0,0
Cc1ccc(NS(=O)(=O)c2ccc(NC(=O)C3CC3)cc2)c(C)c1,6,95,102,95,101,12,-3,1
OCCC1CN(Cc2ccc(F)cc2)CCN1CCc1ccccc1 (centres undefined),-5,95,102,108,99,1,4,1
COCCSc1nnc(NC(=O)C2CC(=O)N(c3ccc(Cl)cc3)C2)s1 (centres undefined),2,90,99,99,95,8,7,3
CCCC(c1nnnn1C(C)(C)C)N1CCN(Cc2ccccc2OC)CC1 (centres undefined),-6,97,101,100,106,-13,-2,0
CCOc1cc(C(=O)N/N=C/C(Br)=C/c2ccccc2)cc(OCC)c1OCC,5,102,102,105,98,11,3,11
CC1Cc2cc(S(=O)(=O)N3CCN(c4ccccc4)CC3)ccc2N1C(=O)C1CC1 (centres undefined),-4,138,101,106,96,-42,0,0
COc1ccc(CCn2nnnc2CN2CCN(C(=O)c3ccco3)CC2)cc1OC,11,103,102,103,103,-3,2,-1
CCN(CC)c1ccc(S(=O)(=O)N2CCOCC2)cc1NC(=O)CSc1cccc[n+]1[O-],-8,105,96,94,106,5,4,1
COc1ccc(CCN2CC(C(=O)N(C)CC(=O)Nc3cccc(F)c3)CC2=O)cc1OC (centres undefined),-4,105,93,93,78,6,-1,1
CCCn1c(=O)n(C)c(=O)c2c(SCC(=O)NC34CC5CC(CC(C5)C3)C4)nc(CC(C)C)nc21,1,89,101,99,101,9,-10,-1
COc1cc(OC)cc(-c2c(C#Cc3ccsc3)c3cc(-c4ccc(N(C)C)nc4)ccc3n2C)c1,-3,91,98,98,95,4,4,2

# Source: PubChem BioAssay
